Epigenetic derep = regulators of epigenetic silencing causing reporter derepression in mouse cells; AID 1865; Potency, µM (series often up to 53.9 µM), for inactives: at the highest dose GFP activation, actives largely listed as activators; 0.2% of 280,000 active; murine LDR cells, GFP reporter derepression, 30 h; note: potency is the fitted concentration of half-maximal effect; % of control where 0% means no effect; nearly all actives have a fitted effect of over 60% in size
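Reporter derepression read as number of fluorescent GFP-positive objects, 20-120 um in size, counted by laser-scanning cytometer. Mouse LDR line with an epigenetically silenced CMV-GFP locus; compound incubation 30 h, 37 C.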
Tau FP inhib = inhibitors of human tau fibril formation | P10636 | K18 P301L tau heparin fibrillization, Alexa594 FP, 6 h | Potency, µM (top dose mostly 57.7 µM), for inactives: top-dose activity, negative = inhibition, hits mostly inhibitors | 0.39% of 280,000 active | AID 1468; note: potency is the fitted concentration of half-maximal effect; % is set by controls: 0 for no effect and ±100 for the full control effect; nearly all actives have a fitted effect of over 55% in size
Target sequence (P10636 561-689 P618L limits assumed): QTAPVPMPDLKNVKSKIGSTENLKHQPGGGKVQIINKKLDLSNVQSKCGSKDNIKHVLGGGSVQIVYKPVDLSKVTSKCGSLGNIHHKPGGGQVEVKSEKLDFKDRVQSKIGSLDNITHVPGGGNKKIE
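Recombinant K18 P301L […], labeled with Alexa 594 at 0.24 uM over 15 uM unlabeled; heparin inducer 20 uM final; 37 C, 6 hr; FP endpoint.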
GLA spleen mod = inhibits or activates alpha-galactosidase in human spleen homogenate; P06280; human spleen homogenate, 4MU-alpha-Gal fluorescence, 40 min; 0.008% of 240,000 active; Potency, µM (highest dose often 80 µM), without a hit: top-dose activity change, negative = inhibition, actives largely listed as inhibitors;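 note: potency is the fitted concentration of half-maximal effect; 0% = enzyme with vehicle and -100% = no enzyme basal signal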
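Human spleen homogenate (1 ug) was the enzyme source, with 4-methylumbelliferyl-alpha-D-galactopyranoside (1 mM final) in pH 5.0 citrate buffer with 0.01% Tween-20. Compounds were titrated; after 40 min at 37C, NaOH/glycine stop, 4-MU fluorescence read; AC50 from Hill fits.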
TRb-SRC2 inh = disrupts binding of human TR beta to SRC2 | P10828 | TRbeta-SRC2 peptide binding, fluorescence polarization; receptor liganded with 1 µM T3 | Potency, µM (titrated, usually from 106 µM), for inactives: top-dose activity change, negative = inhibition, usual class: inhibitors | 0.065% of 280,000 active | AID 1469;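 note: potency is the fitted concentration of half-maximal effect; plate controls were bound peptide for no effect and peptide without receptor for full effect; nearly all actives have a fitted effect of over 50% in size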
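Human TRb ligand-binding domain (0.6 uM) is mixed with 20 nM Texas Red SRC2 peptide and 1 uM T3; after compound addition and 5 hr at ambient temperature, polarization is measured and normalized to unbound and bound controls.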
CBFb RUNX1 block = CBF-beta/RUNX1 interaction disruption; Q01196+Q13951; AlphaScreen CBFb-His/RUNX1-biotin binding, biochemical; Potency, µM (doses to about 59.8 µM), for the others: at the highest dose activity, negative = inhibition, actives largely listed as inhibitors; 230,000 tested, under 10 active; AID 1477; note: % of control where 0% means no effect
Target sequence (Q01196 whole entry, looked up): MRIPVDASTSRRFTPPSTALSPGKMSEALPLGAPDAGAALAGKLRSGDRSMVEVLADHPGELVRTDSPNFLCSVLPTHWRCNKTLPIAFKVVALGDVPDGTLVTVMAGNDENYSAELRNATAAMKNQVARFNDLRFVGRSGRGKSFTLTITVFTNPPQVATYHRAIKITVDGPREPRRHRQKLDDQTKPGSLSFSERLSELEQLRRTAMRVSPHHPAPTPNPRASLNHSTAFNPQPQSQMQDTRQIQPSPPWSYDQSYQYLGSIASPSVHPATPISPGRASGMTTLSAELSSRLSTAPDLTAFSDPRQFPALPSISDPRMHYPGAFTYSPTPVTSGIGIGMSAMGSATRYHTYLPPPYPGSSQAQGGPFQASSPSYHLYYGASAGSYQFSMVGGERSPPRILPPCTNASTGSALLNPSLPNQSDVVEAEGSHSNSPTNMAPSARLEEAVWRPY
Target sequence (Q13951 whole entry, looked up): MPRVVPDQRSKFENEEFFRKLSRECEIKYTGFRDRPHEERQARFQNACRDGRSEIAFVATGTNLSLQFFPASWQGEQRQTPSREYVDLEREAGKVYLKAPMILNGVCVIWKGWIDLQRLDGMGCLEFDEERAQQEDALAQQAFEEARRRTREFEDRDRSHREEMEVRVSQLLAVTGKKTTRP
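Bead-based AlphaScreen assay; binding partners His-tagged CBF-beta and biotinylated RUNX1 at 30 nM each. Compound exposure 15 min after a 20-min protein preincubation; bead step 90 min; all steps at room temperature.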
TexasRed fluor = alters Texas Red total fluorescence, flagging assay interference. AID 1479. TRb/SRC2 Texas Red total fluorescence interference. 0.29% of 280,000 active. Potency, µM (highest dose often 106 µM), for inactives: at the top dose fluorescence change, negative = quenching; active = well fitted curve in either direction with a large enough effect; inconclusive = small, poorly fitted or top-dose-only effect; note: potency is the fitted concentration of half-maximal effect; % is set by controls: 0 for no effect and ±100 for the full control effect
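Human TRb ligand-binding domain at 0.6 uM with 20 nM Texas Red SRC2 peptide in Tris buffer containing 1 uM T3 and 5% DMSO, incubated with compound 5 h at ambient temperature. Total fluorescence (555/632 nm) calculated as parallel + 2 × perpendicular.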
NPSR antag = blocks cAMP signaling of the human neuropeptide S receptor; Q6W5P4; CHO-NPSR cells, cAMP TR-FRET, antagonist mode; Potency, µM (doses to about 38.3 µM), for inactives: at the top dose activity change, negative = inhibition, actives largely listed as inhibitors; 1% of 220,000 active; note: potency is the fitted concentration of half-maximal effect; % is set by controls: 0 for no effect and ±100 for the full control effect; nearly all actives have a fitted effect of over 50% in size; many of its hits are not listed in these tables
Tau fluor cs = counter-screen for tau fibril formation inhibitors | tau K18 P301L Alexa594 fluorescence, heparin fibrillization | Potency, µM (series often up to 57.7 µM), for the others: at the highest dose activity change, negative = decrease | 0.93% of 280,000 active | AID 1463; note: potency is the fitted concentration of half-maximal effect; % is set by controls: 0 for no effect and ±100 for the full control effect; nearly all actives have a fitted effect of over 55% in size
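Human tau K18 P301L (15 uM unlabeled, 0.24 uM Alexa 594-labeled) in 100 mM sodium acetate pH 7 with 20 uM heparin, 6 hr at 37 C. ThT 30 uM added, 1 hr ambient; Alexa 594 FP and total fluorescence read at 555/632 nm.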
Starred values were filed as active, the others as inactive; ? = inconclusive; / = not tested or not shown; [ ] = dose if it differs, or a comment. Unless noted, calls come from the whole dose curve; as a rule, active = well fitted curve in the direction sought with a large enough effect; inconclusive = small, poorly fitted or top-dose-only effect, or another doubt; inactive = no such curve, though single readings can be large; an effect the other way counts as inactive or inconclusive.

SMILES	TexasRed fluor	Tau fluor cs	Epigenetic derep	NPSR antag	CBFb RUNX1 block	Tau FP inhib	GLA spleen mod	TRb-SRC2 inh
Cc1cccc(C)c1NC(=O)CN1C(=O)c2cccc3cccc1c23	-2%	-8%	7.3%	/	/	3%	/	0%
CCOC(=O)C1CCCN(C(=S)Nc2ccc(C)cc2C)C1 (stereo not given)	-1%	-7%	-5.8%	-11%[46.1 µM]	1%	0%	-5%	-9%
C=C(C)CC1N(c2cccc(OC)c2)C(=O)C2C(C(=O)O)C3C=CC21O3 (stereo not given)	-2%	-3%	5.0%	-2%[46.1 µM]	1%	3%	4%	-10%
COc1cc2c(cc1OC)C1=NC(=O)CN1C(SCc1ccc(C)cc1)=N2	2%	-8%	-2.3%	-12%[46.1 µM]	20%	-8%	4%	-10%
COc1ccc(/C=C/C2=CC(C)(C)NC(=S)N2)cc1OC	-1%	-8%	-0.6%	-8%	-2%	-1%	-4%	-2%
CCOC(=O)c1cc2occc2n1CCCN1C(=O)c2ccccc2C1=O	0%	-28%	0.1%	-21%[46.1 µM]	-9%	-4%	-3%	-4%
CN(C)C(=O)c1ccc(-c2nnc(NCc3ccccc3)c3ccccc23)cc1	0%	-3%	1.1%	-4%[46.1 µM]	-12%	-6%	12%	2%
COc1ccc(NC(=O)c2sc(=S)[nH]c2N)cc1	-5%	-13%	-1.1%	-22%[46.1 µM]	-2%	-11%	1%	-1%
Cc1cc(C)nc(SCC(=O)NNC(=O)c2cccs2)n1	-2%	0%	-0.4%	10%	15%	4%	-8%	-4%
Cc1ccc(NC(=O)c2ccc(S(=O)(=O)N3CCOCC3)cc2)nc1	1%	-6%	-4.8%	3%[46.1 µM]	1%	0%	4%	-16%
O=C(c1ccc([N+](=O)[O-])cc1)N1CCC(Cc2ccccc2)CC1	-2%	-8%	-0.6%	-19%	-13%	8%	-3%	-2%
COc1ccc(-c2cc3ccccc3n2CC(O)CN2CCC(C)CC2)cc1 (stereo not given)	-2%	-15%	15%	?	-16%	-2%	13%	-2%
O=C(O)c1ccccc1Nc1ccc(OC(F)F)cc1	-2%	-7%	-2.2%	-21%	6%	5%	1%	-4%
O=C(Cn1c(O)c(/C=C2\C=Nc3ccccc32)sc1=O)N1CCOCC1	1%	-12%	4.4%	-24%	2%	-12%	1%	10%
C=CCNC(=O)c1cccn1-c1ccsc1C(=O)OC	1%	4%	1.1%	-4%[46.1 µM]	5%	-4%	0%	-2%
CN1CCN(CCC(=O)N2c3ccccc3Sc3ccc(Cl)cc32)CC1	3%	-13%	3.2%	-22%[46.1 µM]	-18%	9%	-5%	8%
C/C(=N\Nc1nc(N2CCOCC2)nc(N2CCOCC2)n1)c1cccs1	-2%	0%	-1.7%	12%	11%	4%	-1%	-3%
CCC(C(=O)NCCc1ccc(SC)cc1)n1nc(C)c2sc3ccccc3c2c1=O (stereo not given)	-1%	?	1.2%	/	/	-8%	/	-5%
O=C(CNc1ccccc1)N/N=C/c1cc([N+](=O)[O-])ccc1N1CCCC1	0%	?	6.5%	-9%[46.1 µM]	-2%	0%	2%	-2%
O=C(COC(=O)CC(c1ccccc1)c1ccccc1)NCc1ccc(Cl)cc1	-2%	22%	0.0%	-29%	-3%	8%	8%	5%
C=CCN1C(=O)OC2(CCCCC2)C1(C)O (stereo not given)	0%	9%	1.1%	13%	4%	9%	-3%	1%
O=S(=O)(Nc1ccccn1)c1ccc(Cl)cc1	2%	6%	-2.0%	-8%[46.1 µM]	17%	1%	4%	-15%
CC(C)Sc1nc(C(F)(F)F)cc(=O)n1-c1ccccc1	-3%	-3%	0.0%	-21%[46.1 µM]	5%	3%	5%	0%
COc1cc(C)c(S(=O)(=O)N2CCN(C)CC2)cc1C	-3%	-1%	-1.0%	-1%[46.1 µM]	6%	-5%	1%	1%
CC(C)[C@H](NC(=O)c1ccccc1Cl)C(=O)Nc1nc(-c2ccccn2)cs1	3%	-23%	1.3%	-18%	?	-7%	2%	4%
O=C(Nc1nc2c(s1)COc1ccccc1-2)c1cccs1	-6%	?	0.8%	-13%[46.1 µM]	0%	2%	-2%	10%
CCN(CC)C(=O)c1ccccc1NS(C)(=O)=O	1%	-2%	-5.9%	-26%	9%	6%	4%	-2%
O=C(NCc1ccccc1Cl)c1ccc2c(c1)SC1=NS(=O)(=O)CCN12	-1%	4%	-4.0%	7%	-2%	2%	10%	12%
CCNC(=O)CC1C(=O)N(CC)C(=S)N1NC(=O)c1ccccc1 (stereo not given)	-1%	7%	-3.6%	0%	6%	-4%	15%	-1%
CC(C)OC(=O)C(CC(=O)O)NCc1ccccc1 (stereo not given)	0%	2%	0.0%	-8%[46.1 µM]	3%	-7%	11%	-8%
COc1ccccc1NC(=O)CCS(=O)(=O)c1ccccc1	-2%	-6%	-2.6%	2%	1%	4%	-8%	-5%
Cc1nn(C)cc1/C=C/C(=O)c1cccs1	0%	-4%	0.0%	-18%[46.1 µM]	7%	-6%	6%	17%
Cc1ccc(-n2nc3ccc(NC(=O)C(C)C)cc3n2)cc1	-2%	-10%	1.3%	-14%	2%	-6%	10%	1%
Cc1cccc(N2CCN(c3cc(C)nc4c(-c5ccc(Cl)cc5)c(C)nn34)CC2C)c1 (stereo not given)	3%	-8%	0.0%	/	/	3%	/	2%
Cn1cc(CN2CCCC(CO)(Cc3ccccc3)C2)c2ccccc21 (stereo not given)	-2%	1%	4.7%	10%	-4%	5%	-16%	-5%
CCCCC(CC)CNC(=O)CN(C)S(=O)(=O)c1cccc2nsnc12 (stereo not given)	2%	-9%	-2.9%	-23%[46.1 µM]	-5%	-4%	-17%	-12%
CCCCN1C(=O)/C(=C/C=C2\N(C)c3ccccc3C2(C)C)SC1=S	20%	-11%	2.5µM*	-9%[46.1 µM]	-11%	?	?	-21%
Cc1occc1-c1nnc(SCc2nc3ccccc3c(=O)n2CC#N)n1C	-4%	-5%	0.0%	2%[46.1 µM]	-12%	-1%	1%	3%
CC1(C)Nc2ccc(O)cc2-c2c1ssc2=S	-15%	?	-0.8%	-3%[46.1 µM]	?	?	-1%	-22%
CCCC(C)NC(=O)Cc1ccc(Br)cc1 (stereo not given)	1%	4%	0.0%	9%	9%	5%	-7%	2%

Grouped by structure: the compounds so far containing a COOH group
SMILES	TexasRed fluor	Tau fluor cs	Epigenetic derep	NPSR antag	CBFb RUNX1 block	Tau FP inhib	GLA spleen mod	TRb-SRC2 inh
C=C(C)CC1N(c2cccc(OC)c2)C(=O)C2C(C(=O)O)C3C=CC21O3 (stereo not given)	-2%	-3%	5.0%	-2%[46.1 µM]	1%	3%	4%	-10%
O=C(O)c1ccccc1Nc1ccc(OC(F)F)cc1	-2%	-7%	-2.2%	-21%	6%	5%	1%	-4%
CC(C)OC(=O)C(CC(=O)O)NCc1ccccc1 (stereo not given)	0%	2%	0.0%	-8%[46.1 µM]	3%	-7%	11%	-8%

(cont.)
SMILES	TexasRed fluor	Tau fluor cs	Epigenetic derep	NPSR antag	CBFb RUNX1 block	Tau FP inhib	GLA spleen mod	TRb-SRC2 inh
COC(=O)Nc1nc2ccc(C(=O)c3ccc(F)cc3)cc2[nH]1	-2%	-1%	0.0%	22%	2%	-6%	6%	-5%
COc1ccc(S(=O)(=O)N(C)C)cc1NCC(=O)Nc1ccc(Br)cc1F	1%	1%	0.0%	-4%	-3%	2%	5%	4%
COc1ccccc1-n1c(-c2cccnc2)n[nH]c1=S	-1%	-11%	0.0%	-13%[46.1 µM]	-1%	-7%	2%	-3%
COc1ccccc1NS(=O)(=O)c1cc(C)ccc1C	1%	-10%	-1.6%	-12%[46.1 µM]	1%	-1%	-23%	-13%
Cc1ccc(CNC(=O)Cn2c(=O)cc(-c3ccccc3)c3c(C)nn(C)c32)cc1	-7%	-4%	1.5%	/	/	12%	/	2%
COc1ccccc1/C=C(/CC(=O)NCc1ccccc1)c1nc2ccccc2s1	-3%	-20%	-0.9%	?	-3%	7%	1%	-1%
Cc1nc2c(C(=O)NCCCN(CC(C)C)CC(C)C)cnn2c(C)c1Cc1c(F)cccc1Cl	-1%	-19%	9.1%	/	/	-9%	/	2%
COC(=O)CSc1cc(C)nc2ccc(OC)cc12	-1%	-5%	0.0%	-7%[46.1 µM]	2%	1%	3%	-3%
COc1cc(CNCCN2CCOCC2)ccc1OCC(=O)NC(C)(C)C	1%	18%	-1.3%	11%	-3%	4%	2%	1%
Nc1ccccc1SCc1cc([N+](=O)[O-])cc2c1OCOC2	-8%	?	-0.7%	-26%[46.1 µM]	-1%	3%	1%	-4%
Cc1cccc(OCCC(=O)NCC(c2ccco2)N2CCCCC2)c1 (stereo not given)	-1%	-9%	-1.4%	-9%[46.1 µM]	-1%	3%	7%	-6%
Cc1ccccc1-c1nc(-c2ccccn2)no1	-2%	-3%	-1.5%	-6%	8%	-2%	-5%	1%
Cc1nn(CC2CC2)c(=O)n1-c1ccc(F)cc1	-1%	-2%	3.9%	25%	-6%	4%	0%	1%
CCOC(=O)N1CCN(c2nc(=S)n(-c3ccccc3)c(C)c2C(C)=O)CC1	-1%	1%	2.4%	-6%[46.1 µM]	-5%	-8%	-5%	-18%

Not all compounds are listed; rates above refer to the full screens.
